Compound activity: PubChem, National Center for Advancing Translational Sciences (NCATS)
KB-3-1 cytotox: qHTS assay for MDR1-selective chemotherapeutics: Primary screen using the parental adenocarcinoma cell KB-3-1. KB-3-1 viability, CellTiter-Glo ATP luminescence, 72 h. Potency, µM (highest dose often 46.1 µM), for the others: at the top dose activity change, negative = cytotoxic, usual class: cytotoxic. 400,000 tested, 1.4% active. AID 1347075, 2019; also: potency is read from the fitted curve at half-maximal effect; % is scaled to controls: 0 for no effect and ±100 for the full control effect; nearly all actives have a fitted effect of over 60% in size
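Screening of KB-3-1 cells (DMEM, 10% FBS, phenol-red free) ran from lowest to highest compound concentration; after 72 h at 37 °C viability was read luminescently and curves fitted.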
SW480 rerep: A quantitative high throughput screen for small molecules that induce DNA re-replication in SW480 colon adenocarcinoma cells. SW480 DNA re-replication, Hoechst DNA content imaging, 48 h. Potency, µM (highest dose often 46.1 µM), for inactives: at the top dose re-replication activation, usual class: activators. 340,000 tested, 1.8% active; also: potency is read from the fitted curve at half-maximal effect; % of control where 0% means no effect; nearly all actives have a fitted effect of over 55% in size
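First, 250 cells per well were seeded. Next, compound or vehicle (23 nL) was pinned in, plates sat 48 hr at 37 C. Finally Hoechst was added for 40 min before fluorescence scanning.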
HepG2 tox: qHTS for Inhibitors of TGF-b: Cytotox Counterscreen; Potency, µM (top dose mostly 46.1 µM), inactives show at the top dose activity change, negative = cytotoxicity, actives largely listed as cytotoxic; AID 588856, 2011; HepG2 CAGA-GFP viability, ATP luminescence, 18 h; 410,000 tested, 0.76% active; also: potency is read from the fitted curve at half-maximal effect; some results filed as inactive show a strong effect at the top dose
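HepG2 CAGA-GFP cells (1000/well, DMEM with 1% FBS) received compound, then TGF-beta at 500 pg/mL final, and were incubated 18 hours at 37 degrees C. Viability was read by CellTiter-Glo luminescence. Media-only wells were set as complete cell-killing and DMSO as no toxicity.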
HT1080 IDH1KD tx: qHTS for induction of synthetic lethality in tumor cells producing 2HG: qHTS for the HT-1080-IDH1KD cell line; HT-1080 IDH1 knockdown viability, ATP luminescence, 48 h; Potency, µM (top dose mostly 46.1 µM), for inactives: top-dose activity, negative = toxicity, actives largely listed as cytotoxic; 360,000 tested, 2% active; AID 686971, 2013;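 also: potency is read from the fitted curve at half-maximal effect; 0% = DMSO wells and -100% = cell-free medium wells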
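Cytotoxicity counter-line: IDH1KD HT-1080, 48 h, CellTiter-Glo. Curves classed by r2, magnitude and activity.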
ATXN2 expr inh: Primary qHTS for Inhibitors of ATXN expression | AID 1745845, 2022 | 360,000 tested, 0.72% active | Potency, µM (top dose mostly 57 µM), for inactives: at the highest dose activity change, negative = inhibition, most hits filed as inhibitors | HEK-293 ATXN2-luciferase reporter, luminescence, 24 h; also: potency is read from the fitted curve at half-maximal effect; % is scaled to controls: 0 for no effect and ±100 for the full control effect; nearly all actives have a fitted effect of over 55% in size
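qHTS (up to 57 uM final) was run with 24 h compound exposure of reporter cells at 37 °C. Each well was multiplexed: SteadyGlo luminescence measured ATXN2-luciferase expression after a fluorogenic Gly-Phe-AFC viability readout (25 uM final).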
MCF10A rereplic: A quantitative high throughput screen for small molecules that induce DNA re-replication in MCF 10a normal breast cells; MCF 10A DNA re-replication, Hoechst nuclear intensity, 48 h; Potency, µM (doses to about 46.1 µM), inactives show at the highest dose activity, positive = re-replication, actives largely listed as activators; 350,000 tested, 2.9% active; also: potency is read from the fitted curve at half-maximal effect; % of control where 0% means no effect; nearly all actives have a fitted effect of over 50% in size
HT1080NT lethal: qHTS for induction of synthetic lethality in tumor cells producing 2HG: qHTS for the HT-1080-NT fibrosarcoma cell line; Potency, µM (series often up to 46.1 µM), without a hit: at the top dose activity, negative = less viability, actives largely listed as cytotoxic; HT-1080-NT fibrosarcoma viability, CellTiter-Glo ATP luminescence, 48 h; AID 686970, 2013; 360,000 tested, 1.6% active;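 also: NT is the 2HG producing partner of a matched IDH1 knockdown line; potency is read from the fitted curve at half-maximal effect; 0% = DMSO-treated cells and -100% = media-only wells without cells; nearly all actives have a fitted effect of over 55% in size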
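750 cells/well, RPMI + 5% FBS; 2 h settle, compound pin-transfer, 48 h at 37 degrees C. CellTiter-Glo 10 min RT, luminescence. Normalized to DMSO and media-only wells.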
IL1B secr inh: qHTS for Inhibitors of Inflammasome Signaling: IL-1-beta AlphaLISA Primary Screen; activity change, % at 57.5 µM; THP-1 LPS/ATP IL-1B secretion, AlphaLISA, 16 h; hits give low values; 360,000 tested, 4.7% active; in the data active = activity change below about -50%; inconclusive = mostly about -30% to -49%; also: % is scaled to controls: 0 for no effect and ±100 for the full control effect
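THP-1 cells pretreated 1 hr with compounds (up to 57.5 uM final), then stimulated with LPS (250 ng/mL final) plus ATP (1.25 mM final); secreted IL-1B measured by AlphaLISA after 16 hr, decreased signal indicating inhibition.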
S2 tox: Viability Counterscreen for Primary qHTS for Inhibitors of ATXN expression. S2 cells (HEK-293 line with an ATXN2-luciferase reporter) viability, CellTiter-Fluor protease fluorescence, 24 h. Potency, µM (top dose mostly 56.7 µM), usual class: cytotoxic. 400,000 tested, 0.49% active. AID 651635, 2014; also: potency is read from the fitted curve at half-maximal effect; nearly all actives have a fitted effect of over 40% in size
Starred values were filed as active, the others as inactive; i = inactive; u = inconclusive; x = no result given; & = joins results of further samples; ! = a repeat was not active; [ ] = another dose, or the depositor's remark. Unless noted, calls follow the shape of the dose curve; as a rule, active = well fitted curve in the direction sought with a large enough effect; inconclusive = small, poorly fitted or top-dose-only effect, or another doubt; inactive = no such curve, though single readings can be large; an effect the other way counts as inactive or inconclusive.

No.	canonical_smiles	KB-3-1 cytotox	SW480 rerep	HepG2 tox	HT1080 IDH1KD tx	ATXN2 expr inh	MCF10A rereplic	HT1080NT lethal	IL1B secr inh	S2 tox
1	COc1cc(-c2noc(-c3ccc(N4CCCC4)c([N+](=O)[O-])c3)n2)cc(OC)c1OC	2%	x	-9%	x	16%	x	x	x	i
2	CNC(=O)c1ccc(NC(=O)c2cc(S(=O)(=O)N(C)C)ccc2N2CCCC2)cc1	u	u	-19%	0%	6%	u	-2%[9.24 µM]	0	i
3	COc1ccc(CNC(=O)COc2ccccc2C(=O)c2cnn(-c3ccccc3)c2)cc1OC	-6%	-5%	-16%	0%	6%	13µM*	-5%	0	i
4	COC(=O)Cc1cc(=O)n(-c2nc3ccccc3[nH]2)[nH]1	2%	u	-21%	-22%	-5%	u	-13%	2	i
5	CC(C)CN(C(=O)COc1ccc([N+](=O)[O-])cc1)c1c(N)n(CC(C)C)c(=O)[nH]c1=O	-10%	u	5%	4%	1%	0%	-1%[9.24 µM]	-5	i
6	Cc1ccc(OCC(=O)OCc2cc(=O)n3nc(-c4cccs4)sc3n2)cc1C	10%	x	5%	x	5%	x	x	x	i
7	Cc1ccc(CSc2ccc(-c3ccco3)nn2)cc1	-4%	-2%	-25%	6%	61%[activator]	-4%	2%	3	i
8	O=C(N/N=C\c1ccc(Sc2ccccn2)o1)c1cccc(Br)c1	-7%	6%	-23%	2%	-4%	u	-11%	u	i
9	N#CCCN(C(=O)COC(=O)c1ccc(S(=O)(=O)N2CCCC2)cc1)c1cccc(Cl)c1	0%	-9%	-2%	3%	-2%	-1%	2%	62	i
10	O=C(O)CSCCCC(=O)Nc1ccc(Br)cc1	7%	-6%	2%	1%	1%	-7%	16%	-12	i
11	CCC1Oc2ccccc2N(CC(=O)NCCCN2CCOCC2)C1=O (stereo unspecified)	1%	-5%	2%	2%	-5%	13%	2%	86	i
12	C[C@@H]1CN([C@H](C)CO)C(=O)CCCn2nncc2CO[C@@H]1CN(C)C(=O)Nc1cccc2ccccc12	7%	x	-2%	9%	6%	x	12%	10	i
13	COc1ccc(C(C)(NC(C)=O)c2nc(-c3cccnc3)cs2)cc1 (stereo unspecified)	2%	x	0%	15%	14%	x	-1%	25	i
14	Cc1ccc(S(=O)(=O)N(C)C)cc1NC(=O)COC(=O)c1ccc2c(c1)OCO2	1%	3%	-14%	-1%	-8%	8%	-1%	12	i
15	COc1cc(OC)cc(C(=O)N[C@@H](CCSC)c2nc3ccccc3[nH]2)c1	1%	2%	-5%	-6%	x	0%	-2%	-11	i
16	Cc1ccc(/C=N/c2sc3c(c2C#N)CCCCC3)o1	-7%	7%	-7%	0%	85%[activator]	-4%	-9%	-19	i
17	COC(C)(C)[C@H](O)COc1c2ccoc2cc2oc(=O)ccc12	-3%	-23%	-43%	-2%	4%	-10%	4%	11	i
18	Cc1ccccc1C(=O)Nc1ccc(N2CCOCC2)nc1	26%	-5%	-10%	6%	27%	1%	13%	u	i
19	O=C(Oc1ccc(Br)cc1C(=S)N1CCCC1)c1ccccc1Cl	0%	2%	-7%	u	1%	12%	-11%	17	i
20	COc1ccccc1N(CC(=O)N1CCCC1)S(=O)(=O)c1ccc(C)cc1	u	-12%	3%	15%	-2%	-6%	3%	-17	i
21	C=CCOC(=O)C1=C[C@@H](c2ccccc2)C[C@@H](OCc2ccc(CO)cc2)O1	5%	u	-20%	-9%	0%	u	-20%	-9	i
22	Cc1ccc(/C=N/NC(=O)CSc2nc3ccccc3n2Cc2ccc(Cl)cc2)o1	3%	-3%	-13%	-27%	-2%	u	-16%	-11	i
23	CNC(=O)c1c[nH]c2ccc(S(=O)(=O)Nc3ccccc3F)cc2c1=O	-19%	-20%	-2%	-1%	9%	7%	-18%	-3	i
24	Cc1ccccc1Cn1ccc(-c2ccc(Cl)cc2)c(C#N)c1=O	1%	-11%	-14%	13%	-8%	-184%[0.0737 µM]	0%	3	i
25	COc1ccc(C(=O)NC(=S)NCCO)cc1Br	-6%	3%	3%	u	28%	0%	u	6	i
26	Cn1c(=O)c2c(SCC(=O)N3CCCCC3)nc(-c3ccccc3F)nc2n(C)c1=O	u	u	9%	11%	-12%	-13%	1%	i	i
27	Cc1ccc(Nc2c(-c3ccc(N4CCOCC4)cc3)nc3ncccn23)c(C)c1	u	-2%	-9%&0%	-7%	-1%	-2%	-8%	u	i
28	Cc1ccc(C(=O)OCC(=O)N2CCC(c3ccccc3)=N2)c(C)c1	-10%	34%	9%	-3%	9%	u	-1%	13	i
29	Cc1cc(-c2n[nH]c(=S)n2Cc2ccco2)n(C)n1	2%	-3%	-20%	24%	-13%	-4%	14%	-8	i
30	COc1ccc(C(=O)NCC(=O)OCC(=O)N2CC(C)CC(C)C2)cc1 (stereo unspecified)	-2%	-5%	1%	13%	-16%	-4%	14%	17	i
31	CCN1CCN(c2ccc(S(=O)(=O)N3CCCCC3)cc2NC(=O)c2ccc([N+](=O)[O-])s2)CC1	u	13µM*	-43%	-9%	25µM*	u	-16%	-77*	u
32	COCCNc1nc2c(c(=O)[nH]c(=O)n2C)n1CCCc1ccccc1	7%	5%	19%	15%	-1%	0%	7%	22	i
33	O=C1N=C(N2CCc3ccccc3C2)S/C1=C\c1cccc(O)c1	-1%	-8%	11%	20%	5%	21%	1%	-56*	i
34	O=C(Nc1cccc(C(F)(F)F)c1)c1cc2nc(-c3ccco3)cc(C(F)(F)Cl)n2n1	11%	x	-2%	x	4%	x	x	x	u
35	O=C(C1CC1)N1CCc2cc(Br)cc(S(=O)(=O)N3CCN(c4cccc(Cl)c4)CC3)c21	2%	x	7%	x	3%	x	x	x	i
36	O=c1c[n+]([O-])c2ccccc2n1OCc1c(F)cccc1F	1%	-9%	17%	u	4%	u	u	8	i
37	Cc1cc2nc(-c3cccc(NC(=O)CSc4ccc(Cl)cc4)c3)oc2cc1C	-2%	x	11%	x	96%[activator]	x	x	x	i
38	CN1CCC(N(C)C(=O)c2cccc(S(=O)(=O)N3CCOCC3)c2)CC1	14%	-4%	2%	9%	16%	2%	6%	15	i
39	N/C(Cc1ccc([N+](=O)[O-])cc1)=N\OC(=O)COc1cccc2ccccc12	-4%	-6%	2%	-5%	-11%	-19%	4%	-14	i
40	COCC(=O)Nc1c(C(=O)Nc2ccc(C)cc2)oc2ccccc12	-11%	x	-5%	x	65%[activator]	x	x	x	i
41	O=C(COC(=O)/C=C/c1ccco1)NCc1ccc(Cl)cc1	22%	-11%	3%	-1%	0%	-14%	4%	0	i
42	Cc1cc(C)c2c(N)c(C(=O)c3ccc(Br)cc3)oc2n1	0%	2.6µM*	2%	-24%	-20%	23µM*	-11%	4	i
43	COCC(C)n1c(C)cc(C(=O)Cn2nc(C(=O)O)c3ccccc3c2=O)c1C (stereo unspecified)	0%	-1%	-4%	1%	-15%	5%	2%	5	i
44	Cc1nc(N2CCCCC2)sc1C(=O)c1cccc([N+](=O)[O-])c1	10%	3%	10%	0%	7%[11.3 µM]	-2%	-12%	-103*	i
45	O=C(Nc1nc2c(s1)CCCC2)c1ccc(Br)s1	16µM*	u	-32%	u	-23%	0%	u	-93*	u
46	COc1ccc(O)c(/C=N/N=C2/C(=O)Nc3ccccc32)c1	u	-25%	-37%	0%	u	2%	-24%	-21	u
47	O=C(CSc1nc2ccc(NC(=O)CSc3nnnn3Cc3ccccc3)cc2s1)Nc1ccccc1	-3%	-3%	-31%	u	-18%	u	u	28	i
48	COc1ccc(C(O)c2nc3ccccc3n2C)cc1OC (stereo unspecified)	-1%	-10%	-6%	-29%	-10%	30%	u	1	i
49	COc1ccc(OC)c(-c2cc(C(=O)Nc3c(C)nn(Cc4ccccc4)c3C)no2)c1	17%	5%	-18%	u	-19%	22%	-27%	u	i
50	COc1cccc(-c2nn(C)c3sc(C(=O)NCc4ccco4)cc23)c1	u	9%	-5%	u	1%	6.3µM*	-21%	-56*	i

(listing goes on)
No.	canonical_smiles	KB-3-1 cytotox	SW480 rerep	HepG2 tox	HT1080 IDH1KD tx	ATXN2 expr inh	MCF10A rereplic	HT1080NT lethal	IL1B secr inh	S2 tox
51	CC(Nc1ccc(Cl)cc1)C(=O)NN (stereo unspecified)	27%	1%	-5%	0%	-8%	-3%	-1%	3	i
52	CCN1CCN(Cc2ccc(NC(=O)c3ccc(C)c(NC(=O)c4c[nH]c5cc(C(F)(F)F)ccc5c4=O)c3)cc2C(F)(F)F)CC1	2.3µM*	1.8µM*	16µM*!	3.3µM*	4µM*!	12µM*	3.3µM*	-105*	7.1µM*
53	O=C1N[C@@H](c2ccccc2)COC(=O)[C@H](Cc2ccc(F)cc2)CC/C=C/C[C@H]1CC(=O)N(CCO)Cc1ccccc1	0%	u	-1%	u	u	3%	u	-29	u
54	O=C(O)c1ccccc1C(=O)c1cccc2c(F)cccc12	7%	-1%	-19%	-4%	-12%	-6%	5%	0	i
55	COC(=O)C1=C(C)N(CC2CC2)C(=NCCN2CCOCC2)N[C@H]1c1ccccc1	0%	-1%	-4%	5%	10%	1%	5%	9	i
56	CC(C)(C)c1ccc(C(=O)N2CCC2(C)C(=O)Nc2cnc3ccccc3c2)cc1 (stereo unspecified)	0%	x	-21%	-19%	-35%	x	-2%	-8	u
